Screens (PubChem BioAssay)
yeast mlh1 rad18: NCI yeast anticancer drug screen, S. cerevisiae mlh1 rad18 strain. growth inhibition, % at 50 µM. AID 175. 79,000 compounds, 11% hits;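 further: 0% = growth of vehicle-only cultures of the same strain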
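Read-out is yeast growth inhibition, calculated against vehicle-only controls. The compound was applied to a strain engineered with DNA damage repair alterations.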
yeast cln2 rad14: NCI yeast anticancer drug screen, S. cerevisiae cln2 rad14 strain; AID 165; % growth inhibition at 50 µM; 78,000 compounds, 8.3% hits;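 further: 0% = growth of vehicle-only cultures of the same strain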
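cln2 rad14 yeast strain; compound exposure; growth inhibition read vs vehicle controls.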
yeast mec2-1: NCI yeast anticancer drug screen, S. cerevisiae mec2-1 strain; AID 157; growth inhibition, % at 50 µM; 79,000 compounds, 9% hits;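 further: 0% = growth of vehicle-only cultures of the same strain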
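Compounds were applied to mec2-1 yeast cells. Their growth was then compared with that of vehicle-treated cultures to give growth inhibition.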
sgs1 mgt1: NCI yeast anticancer drug screen, S. cerevisiae sgs1 mgt1 strain; growth inhibition, % at 50 µM; 78,000 compounds, 10% hits;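 further: 0% = growth of vehicle-only cultures of the same strain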
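Growth of a repair-deficient yeast mutant was monitored after compound treatment and expressed as inhibition relative to vehicle-treated cultures.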
yeast bub3: NCI yeast anticancer drug screen, S. cerevisiae bub3 mutant strain | % growth inhibition at 50 µM | AID 167 | 78,000 compounds, 9.9% hits;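 further: 0% = growth of vehicle-only cultures of the same strain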
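Steps: expose the mutant yeast strain to compound; grow alongside vehicle-treated cultures; measure growth; express inhibition against the vehicle cultures.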
yeast rad50: NCI yeast anticancer drug screen, S. cerevisiae rad50 strain; growth inhibition, % at 50 µM; 79,000 compounds, 10% hits; AID 155;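 further: 0% = growth of vehicle-only cultures of the same strain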
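Genetically altered yeast (DNA repair pathway); compound treatment; growth inhibition vs vehicle ctrl.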
Starred values were filed as active, the others as inactive; / = no result given; & = joins results of further samples; ! = a repeat was not active. No stated cut-off is given here; in the data, active means growth inhibition above about 70%; inactive means the rest. Random draw from the library (roughly 14% active in at least one column).

SMILES	yeast mlh1 rad18	yeast cln2 rad14	yeast mec2-1	sgs1 mgt1	yeast bub3	yeast rad50
O=S(=O)(O)c1cc(O)c2ccc(Nc3ccc4c(O)cc(S(=O)(=O)O)cc4c3)cc2c1	-7	-18	-11	9	10	-3
CCCN=C(C)C(C)=NCCC	-11	-11	-15	-15	-19	-19
Cc1cccc2c(=O)cc(C(=O)O)[nH]c12	7	-15	-7	-18	-8	-20
Oc1ccc2c(c1)OCC(O)(c1ccccc1O)C2 (stereo not drawn)	15	8	-2	6	23	24
O=C(NC1(C(=O)Oc2ccc([N+](=O)[O-])cc2)CCCC1)OCc1ccccc1	29	9	20	26	-2	7
CC(C)CCOc1ccc(C(N)=S)c2ccccc12	95*	69	97*	96*	84*	80*
O=C1c2ccccc2CCC1c1ccc2ccccc2c1 (stereo not drawn)	25	8	-17	-1	7	1
CC(c1ccc2cccc(F)c2c1)c1ccccc1C(=O)O (stereo not drawn)	98*	98*	96*	98*	94*	99*
O=S(OCC1COS(=O)O1)OCC1COS(=O)O1 (stereo not drawn)	21	/	-13	/	/	22
CC(C(=O)O)N(C)C(=O)OCc1ccccc1 (stereo not drawn)	-4	-19	-21	2	-12	-4
CC1=CC(=O)C(C(O)(C(F)(F)F)C(F)(F)F)C(C)(C)C1 (stereo not drawn)	-7	-24	-38	-5	-5	-37
CC(=O)c1cccc(N)c1	3	-23	-6	-20	-16	-27
Cc1ccc(S(=O)(=O)CN2CCC(=O)c3ccccc32)cc1	0	11	13	-6	15	20
O=C(c1ccccc1)c1cc(Cl)ccc1NCC(O)COc1cccc2ccccc12 (stereo not drawn)	-7	14	24	-11	-1	3
Nc1nc(N)c2nc(CNc3ccc(C(=O)NC(CCC(=O)O)C(=O)O)cc3F)cnc2n1 (stereo not drawn)	-3	-5	87*	39	29	43
CCN(CC)c1ccc(N=Nc2ccc(C)cc2)cc1	12	0	-22	-12	-16	-7
CCCCCCCCCCCCCC1=NCC(C)(C)N1	100*	98*	97*	100*	100*	99*
CC(=O)CC(C)(C)c1cc(-c2ccccc2)on1	13	-62	5	-6	19	21
N#Cc1ccccc1NC(=O)Nc1ccc(Cl)cc1Cl	11	0	-7	27	4	16
O=C(O)C1(Cc2ccccc2)Cc2cc3c(cc2C1)CCC3	85*	89*	92*	87*	90*	90*
CC(C)CC(NC(=O)CNC(=O)/C=C/c1ccco1)C(N)=O (stereo not drawn)	-18	-11	-29	-9	-10	-17
Cc1c(S(C)=O)[n+](=O)c2ccccc2n1[O-] (stereo not drawn)	59	8	34	36	-6	33
CN(C)c1nc(=O)c2c(ccc3ccccc32)o1	-4	15	24	8	1	26
Cc1nn(C(=S)S)c(C)c1N=Nc1cccc(F)c1	90*	24	46	89*	72*	88*
O=C(O)C1OC(Oc2ccc3oc4ccccc4c(=O)c3c2)C(O)C(O)C1O (stereo not drawn)	58	56	40	31	47	49
CC(=O)OC1COC(n2cnc3c(N)ncnc32)C(OC(C)=O)C1OC(C)=O (stereo not drawn)	-4	-26	-5	2	1	5
O=[N+]([O-])c1cccc2nccc(NCCCO)c12	33	58	58	74*	10	46
COC(=O)C1=CN(C)C(C)CC1 (stereo not drawn)	20	-24	2	5	5	2
S=C(NCc1cccc(Cl)c1)Nc1ccccc1	24	-25	28	14	30	-5
Clc1ccc2nc(CCSCCc3nc4ccc(Cl)cc4[nH]3)[nH]c2c1	98*	60	99*	82*	95*	88*

Complete entries from above.
O=[N+]([O-])c1cccc2nccc(NCCCO)c12 reads yeast mlh1 rad18 = 33; yeast cln2 rad14 = 58; yeast mec2-1 = 58; sgs1 mgt1 = 74*; yeast bub3 = 10; yeast rad50 = 46
Cc1nn(C(=S)S)c(C)c1N=Nc1cccc(F)c1 reads yeast mlh1 rad18 = 90*; yeast cln2 rad14 = 24; yeast mec2-1 = 46; sgs1 mgt1 = 89*; yeast bub3 = 72*; yeast rad50 = 88*

Carrying on.
SMILES	yeast mlh1 rad18	yeast cln2 rad14	yeast mec2-1	sgs1 mgt1	yeast bub3	yeast rad50
CCOC(=O)C[n+]1cccc(Br)c1	0	-6	6	-7	16	-3
C/C(=C(/C)c1ccc(O)cc1)c1ccc(O)cc1	3	9	-24	16	46	-10
O=C(NN1C(=O)CSC1c1ccc(F)cc1)c1ccncc1 (stereo not drawn)	12	-7	1	4	8	-4
CCOC(=O)c1sc2[n+](c1C)C(=O)/C(=C/c1cc(OC)c(OC)c(OC)c1)S2	25	56	52	80*	41	41
COc1ccc(OCC(O)CN2CCN(c3cccc(Cl)c3)CC2)cc1 (stereo not drawn)	70	34	38	95*	43	72*
CCN1C(=O)/C(=C/c2cc([N+](=O)[O-])ccc2OCC(=O)O)SC1=S	1	-43	-11	4	3	-2
O=C1C(N=Nc2ccc(Br)cc2)Sc2nc3ccccc3n21 (stereo not drawn)	10	-27	-12	6	17	8
NC(=O)N/N=C(\CCC(=O)N(Cc1ccccc1)Cc1ccccc1)CC(=O)c1ccc(F)cc1	-15	19	11	-31	-8	-2
CC(O)/C(=N/Nc1ccc([N+](=O)[O-])cc1[N+](=O)[O-])C(=O)O (stereo not drawn)	-1	/	-7	/	/	3
Cc1ccc(S(=O)(=O)O/N=C2\CCC\C2=C/c2ccccc2)cc1	24	15	-2	26	-9	8
CCOC(=O)NC(=O)c1cn(CCN2CCN(C(=O)CCCCCCCCCCC(=O)N3CCN(CCn4cc(C(=O)NC(=O)OCC)c(=O)[nH]c4=O)CC3)CC2)c(=O)[nH]c1=O	9	-1	4	11	-3	16
O=C(/C=C/C(=O)Oc1c(Cl)cc(Cl)cc1Cl)Oc1c(Cl)cc(Cl)cc1Cl	-4	-17	-10	23	0	20
COC1OC(COC(=O)c2ccccc2)C(=O)C(OC(=O)c2ccccc2)C1N(O)c1ccccc1 (stereo not drawn)	-11	-17	-4	-15	-14	2
Nc1ccc(C(=O)c2ccc(N)c(Br)c2)cc1Br	4	-78	-1	7	43	15
CC(C)(C)c1ccc(Oc2ccccc2)cc1	-12	4	-9	7	-5	8
CC(C)N=C(c1ccccc1)N(O)c1ccccc1	5	-10	3	-1	4	0
CC(=O)OC1CCC2(C)C(=CCC3C2CCC2(C)C3CC3OC32/C(C)=N/O)C1 (stereo not drawn)	16	4	11	26	-3	23
CCOC(=O)N1C=CC(=C2C(=C3C=CN(C(=O)OCC)C=C3)C(=C3C=CN(C(=O)OCC)C=C3)C2=C2C=CN(C(=O)OCC)C=C2)C=C1	86*	-1	75*	66	54	96*
Cc1ccc(Nc2cc(C(=O)O)c(Nc3ccc(C)cc3)cc2C(=O)O)cc1	7	33	-11	12	8	1
CC1=C(c2cc(C(=O)Nc3cccc(C(F)(F)F)c3)nc(NC#N)n2)Sc2ccccc2N1	12	-3	1	-3	3	17

In a second layout: 6 of the compounds above.
Compound | yeast mlh1 rad18 | yeast cln2 rad14 | yeast mec2-1 | sgs1 mgt1 | yeast bub3 | yeast rad50
CCOC(=O)c1sc2[n+](c1C)C(=O)/C(=C/c1cc(OC)c(OC)c(OC)c1)S2 | 25 | 56 | 52 | 80* | 41 | 41
COc1ccc(OCC(O)CN2CCN(c3cccc(Cl)c3)CC2)cc1 (stereo not drawn) | 70 | 34 | 38 | 95* | 43 | 72*
CCN1C(=O)/C(=C/c2cc([N+](=O)[O-])ccc2OCC(=O)O)SC1=S | 1 | -43 | -11 | 4 | 3 | -2
O=C1C(N=Nc2ccc(Br)cc2)Sc2nc3ccccc3n21 (stereo not drawn) | 10 | -27 | -12 | 6 | 17 | 8
NC(=O)N/N=C(\CCC(=O)N(Cc1ccccc1)Cc1ccccc1)CC(=O)c1ccc(F)cc1 | -15 | 19 | 11 | -31 | -8 | -2
CC(O)/C(=N/Nc1ccc([N+](=O)[O-])cc1[N+](=O)[O-])C(=O)O (stereo not drawn) | -1 | / | -7 | / | / | 3

(continued)
SMILES	yeast mlh1 rad18	yeast cln2 rad14	yeast mec2-1	sgs1 mgt1	yeast bub3	yeast rad50
CC(=O)CCNc1ccc(-c2cc(-c3ccc(N(C)C)cc3)nc3ccc4ccccc4c23)cc1	56	12	33	43	48	42
CC1(C)CC(C)(OC(=O)c2ccccc2)N=N1 (stereo not drawn)	11	-16	-11	20	4	15
Clc1cccc(N=CNc2cccc(Cl)c2)c1	21	10	18	9	21	7
Cc1nc2ccccn2c1N=Nc1ccc(C(=O)NN)cc1	-18	11	-15	0	-11	7
CCOC(=O)/C(C#N)=C(\C)CCc1ccccc1	-34	-3	-31	-18	-22	-19
CCOC(C)Oc1ccccc1 (stereo not drawn)	16	15	-9	20	-28	35
O=C(NCCCOc1ccc(Cl)c(Cl)c1)NCCc1ccc(Cl)c(Cl)c1	15	-9	5	-4	1	7
CCN(CC)c1cccc(Nc2nc3ccccc3s2)c1	25	-7	8	17	90*	2
N#Cc1cccc(C[P+](c2ccccc2)(c2ccccc2)c2ccccc2)c1	57	43	46	76*	46	78*
Clc1cc(Cl)c(Cl)nn1	25&16	16&-7	45&2	16&3	61&19	86*!
CCNC1=CC(=O)c2ccccc2C1=O	8	-10	17	21	-6	8
c1ccc2c(c1)Sc1nccc3ccnc-2c13	79*	73*	79*	81*	80*	82*
O=C1c2ccccc2/C=C\C(c2ccccc2)=N/N1c1ccccc1Cl	85*	60	83*	84*	85*	85*
O=C1O[C@@H]2C3COC(O)[C@](O)(O3)[C@@H]2/C1=C\c1ccc(O)cc1 (stereo partly drawn)	9	5	10	8	8	20
O=C1NC(=O)C2(CCCCC2C2CCCCC2)N1 (stereo not drawn)	-5	-7	-9	-18	-13	-13
CC(C)(c1ccc([N+](=O)[O-])cc1)[N+](=O)[O-]	-5	-7	10	2	-12	11
CCOC(=O)/C(C#N)=C\c1cccc2ccccc12	96*	-12	92*	92*	96*	84*
Cc1ccc(NNC2=NC(=S)NC(=O)C2)cc1	98*	85*	97*	81*	98*	97*
Nc1nc(Nc2cc(F)c(Cl)c(F)c2)cc(=O)[nH]1	-60	1	-4	18	1	5
Cc1ccc(S(=O)(=O)OC2COC3C2OC2OC(C)(C)OC23)cc1 (stereo not drawn)	0	-9	11	0	7	19
COC(=O)c1ccc(O)c(CN(C)C)c1	19	3	-11	7	-15	27
COc1ccc2c(c1)C1(C)CCCC(C)(C=O)C1CC2 (stereo not drawn)	5	-1	-3	-4	10	6
S=c1nc[nH]c2nc[nH]c12	20	-66	0	-7	11	-18
Nc1ccccc1CCc1ccccc1N	12	/	-10	/	/	18
CCOC(=O)C(NC(=O)c1ccccc1)(C(=O)OCC)c1ccccn1	23	19	-14	10	10	9
Cn1c(=O)c2c(ncn2-c2ccncc2)n(C)c1=O	5	74*	-4	16	-5	11
COc1cc(/C=C/C(=O)O)cc(OC)c1O	16	23	-5	-23	11	6
COc1ccc(C(=O)C2Cc3c(ccc4ccccc34)OC2=O)cc1 (stereo not drawn)	-11	20	-1	-8	-30	2
CC(=O)OC1COC(n2c(O)c(N=NC(N)=S)c3cc(Br)ccc32)C(OC(C)=O)C1OC(C)=O (stereo not drawn)	31	-34	8	46	27	41
Nc1nc(SCC(=O)O)[nH]c(=O)c1NS(=O)(=O)c1ccccc1[N+](=O)[O-]	6	23	-4	-2	3	21
COC(=O)c1ccc(C(=O)c2ccccc2)cc1	8	6	9	28	14	-1
Cc1cnc2cccc(Cl)c2c1Cl	21	34	28	35	27	81*
Clc1ccc(-c2cc(-c3ccc(Cl)cc3)n(-c3ccccc3)n2)cc1	-9	4	-34	-24	7	-18
O=C(O)CCNC(=O)OCc1ccccc1	1	-14	4	-13	0	0
Fc1ccc(NC(=S)SCc2ccc(Cl)c(Cl)c2)c(F)c1	99*	99*	97*	99*	99*	98*
COc1ccc2nccc(C(=O)CBr)c2c1	97*	31	93*	97*	97*	92*
COc1ccc(NC(=O)C(=O)C(C(=O)c2ccccc2)C2OC(=O)c3ccccc32)c([N+](=O)[O-])c1 (stereo not drawn)	8	26	6	-23	28	9
NNC(=O)Cc1ccc2ccccc2c1	12	-7	-32	4	5	12
CNC(=O)C1OCCOCCOC(C(=O)NC)C(C(=O)NC)OCCOCCOC1C(=O)NC (stereo not drawn)	14	-26	-2	-5	2	-8
CCOc1c(NC(C)=O)c2ccccc2c2ccccc12	9	31	19	5	2	2
O=[N+]([O-])c1ccc(N/N=C/c2cccnc2)c([N+](=O)[O-])c1	3	39	25	2	26	9
CSc1ccc(NC(=O)Nc2cc(Cl)c(Cl)cc2C)cc1	25	-2	61	47	35	5
COC(=O)CCC(C)C1CCC2(C)C3=C(C(=O)CC12C)C1(C)CCC(O)C(C)(C)C1=C(O)C3 (stereo not drawn)	84*	80*	74*	78*	71*	82*
Nc1c(/C=C/c2cc3cc(C4=NCCN4)ccc3o2)[nH]c2cc(C3=NCCN3)ccc12	98*	97*	98*	98*	97*	98*
O=C1CCC(C(=O)O)O1 (stereo not drawn)	12	9	-20	5	-10	-7
O=C(NCC(F)(F)C(F)(F)C(F)(F)C(F)(F)C(F)(F)C(F)(F)C(F)(F)F)Oc1ccccc1	3	9	3	27	-2	39
